aSyn tox rescue: alpha-synuclein toxicity suppression in yeast; AID 1347070; 0.02% of 94,000 active; S. cerevisiae alpha-synuclein toxicity rescue, BacTiter-Glo growth, 24 h; Potency, µM (titrated, usually from 46.1 µM), without a hit: at the highest dose growth rescue (activation), usual class: activators; active = well fitted activation curve with a large enough effect; inconclusive = small, poorly fitted or top-dose-only effect; note: 0% is about no effect
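Growth restoration measured by BacTiter-Glo luminescence after 24 hr at 30 deg C; alpha-synuclein yeast, raffinose-pregrown to mid-log, were added at OD600=0.02 in galactose medium onto pinned compounds.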
Numbers without * were called inactive; ? = inconclusive; [ ] = dose if it differs, or a comment. Potency is the fitted concentration of half-maximal effect. The list is partial. The share of hits here may be higher or lower than overall.

The opening 4 records (preview)
entry | mol | aSyn tox rescue
1 | COc1cccc(N(C(=O)c2ccco2)C(C(=O)NC2CCCC2)c2ccc(N3CCOCC3)cc2)c1 (configuration not stated) | 3%
2 | Cc1cccc(C)c1-n1ncc(C(=O)O)c1C1CCN(C(=O)OC(C)(C)C)CC1 | 6%
3 | Cc1ccc(NC(=O)Cn2c(=O)n(CCc3ccccc3)c(=O)c3c4c(sc32)CCCC4)c(C)c1 | -2%
4 | Cc1cc(C)cc(-n2ccnc2SCC(=O)Nc2nnc(C)s2)c1 | 4%

This part in full, repeating the preview:
entry | mol | aSyn tox rescue
1 | COc1cccc(N(C(=O)c2ccco2)C(C(=O)NC2CCCC2)c2ccc(N3CCOCC3)cc2)c1 (configuration not stated) | 3%
2 | Cc1cccc(C)c1-n1ncc(C(=O)O)c1C1CCN(C(=O)OC(C)(C)C)CC1 | 6%
3 | Cc1ccc(NC(=O)Cn2c(=O)n(CCc3ccccc3)c(=O)c3c4c(sc32)CCCC4)c(C)c1 | -2%
4 | Cc1cc(C)cc(-n2ccnc2SCC(=O)Nc2nnc(C)s2)c1 | 4%
5 | COC(=O)c1ccccc1NC(=O)c1cc2nc(-c3ccccc3)cc(-c3ccccc3)n2n1 | 4%
6 | COc1cccc(C(=O)NC(=NCCc2c[nH]c3ccc(OC)cc23)Nc2nc(C)cc(C)n2)c1 | -20%
7 | CCCCn1c(=O)[nH]c(=O)c2c1nc(-c1cc(Br)ccc1OC)n2C | -3%
8 | O=C(NCCc1ccccc1)c1ccc2c(c1)N(Cc1ccc(F)cc1)C(=O)CS2 | -2%

Quoted from the listing:
In aSyn tox rescue, compound 8 has -2%
In aSyn tox rescue, compound 2 has 6%

(next part)
entry | mol | aSyn tox rescue
9 | O=C(NCCO)/C(=C/c1ccc2c(c1)OCO2)NC(=O)c1ccc(Br)cc1 | 2%
10 | Cc1ccc(OCCC(=O)OCC(=O)NCCc2ccccc2)cc1 | 8%
11 | Cn1c(=O)c2c(-c3ccc(Br)cc3)n(Cc3ccc(F)cc3)cc2n(C)c1=O | 2%
12 | Cc1cccc(-n2ncc3c(N4CCCC(C)C4)ncnc32)c1 (configuration not stated) | -6%
13 | Cc1ccc2c(c1)NC(=O)C(CC(=O)NCCCN1CCN(c3cc(Cl)ccc3C)CC1)O2 (configuration not stated) | 1%
14 | Cc1ccc([C@H]2N[C@]3(CCCN(Cc4ccc(Br)cc4)C3=O)[C@H]3C(=O)N(C)C(=O)[C@@H]23)cc1 | -3%
15 | CN(CC(=O)NCCc1ccc(S(N)(=O)=O)cc1)c1ccccc1 | -6%
16 | COc1ccccc1CNC(=O)CCNS(=O)(=O)c1cccc2nonc12 | 13%
17 | O=C(COC(=O)/C=C/c1ccc(F)cc1)NC1CCCC1 | -1%
18 | Cc1ccc(C)c(-c2ccc(=O)n(C(C)C(=O)Nc3ccccc3C(F)(F)F)n2)c1 (configuration not stated) | ?
19 | CNC(=O)c1c(NC(=O)c2ccc(S(=O)(=O)N3CCC(C)CC3)cc2)sc2c1CCC2 | -9%
20 | CCN(Cc1ccc(C#CCCO)cc1)CC1CCCN(CCc2cccc(F)c2)C1 (configuration not stated) | 1%
21 | COc1ccccc1C(=O)Nc1c(C(=O)N(CCN(C)C)Cc2ccco2)oc2ccccc12 | -2%
22 | COc1cccc(CNC(=O)C2CCCN(c3nnc(-n4c(C)ccc4C)s3)C2)c1OC (configuration not stated) | -4%
23 | COc1cccc(CN(C)Cc2nc3cc(C(F)(F)F)ccc3c(=O)[nH]2)c1 | -5%
24 | CCNc1ccc([N+](=O)[O-])cc1 | 0%
25 | Cc1ccc(CNc2ncccc2-c2nc(-c3ccc(Cl)cc3)no2)cc1 | -3%
26 | O=C(Nc1ccc(OC(F)F)c(Cl)c1)[C@@H]1CCCN1C(=O)c1cccs1 | 0%
27 | Cn1c(=O)oc2cc(S(=O)(=O)NC(Cc3ccccc3)C(=O)NCc3ccc(F)cc3)ccc21 (configuration not stated) | 4%
28 | O=CN/N=C/c1c(O)ccc2ccccc12 | ?
29 | COc1cccc(C(=O)OCn2nnc3ccccc3c2=O)c1OC | -8%
30 | Cc1ccc(C)c(NC(=O)CN(C)C(=O)CSCc2c(C)noc2C)c1 | 9%
31 | CCCOc1cccc(C(=O)Nc2cc(-c3nc4ccccc4[nH]3)ccc2C)c1 | -46%[inhibitor]
32 | Cc1nc2c(-c3ccc(F)cc3)cnn2c(N)c1-c1ccc(F)cc1 | -22%

Numbers 25 to 29, quoted:
entry | mol | aSyn tox rescue
25 | Cc1ccc(CNc2ncccc2-c2nc(-c3ccc(Cl)cc3)no2)cc1 | -3%
26 | O=C(Nc1ccc(OC(F)F)c(Cl)c1)[C@@H]1CCCN1C(=O)c1cccs1 | 0%
27 | Cn1c(=O)oc2cc(S(=O)(=O)NC(Cc3ccccc3)C(=O)NCc3ccc(F)cc3)ccc21 (configuration not stated) | 4%
28 | O=CN/N=C/c1c(O)ccc2ccccc12 | ?
29 | COc1cccc(C(=O)OCn2nnc3ccccc3c2=O)c1OC | -8%

Later entries
entry | mol | aSyn tox rescue
33 | CCOC(=O)c1c(NC(C)=O)c2c3c(sc2n1Cc1cc(C)ccc1C)CCCC3 | -2%
34 | COc1cccc(C(=O)NC2(C(F)(F)F)C(=O)Nc3c2c(=O)[nH]c(=O)n3-c2ccc(C)cc2)c1 (configuration not stated) | 4%
35 | O=C(COC(=O)c1cc(S(=O)(=O)N2CCOCC2)ccc1Cl)c1ccc[nH]1 | -24%
36 | CC[C@@H](NCCCn1ccc(NC(=O)OCc2ccccc2)nc1=O)c1ccccc1 | 2%
37 | COc1ccccc1-c1noc(-c2ccc(N3CCN(C)CC3)c([N+](=O)[O-])c2)n1 | -9%
38 | COc1ccccc1C(=O)NC(=O)COC(=O)c1ccco1 | 5%
39 | O=C(NCC1CCCO1)/C(=C\c1cccs1)NC(=O)c1ccccc1 (configuration not stated) | 1%
40 | COc1ccc(C(=O)CSc2nccn2C)cc1 | -13%
41 | Cc1c(C(=O)NCCc2ccccc2)oc2ccccc12 | -8%
42 | COc1ccc(NC(=O)CSc2nncn3c2cc2oc(C)cc23)cc1OC | -13%
43 | CC1=C(C(=O)N2CCOCC2)CC(CC(=O)NCCCN(C)C)C(=O)N1CCC1=CCCCC1 (configuration not stated) | -7%
44 | CCn1c(=NC(=O)c2ccc(N3C(=O)CCC3=O)cc2)sc2c(OC)ccc(OC)c21 | -7%
45 | CCOC(=O)NNc1ccccc1 | -15%
46 | O=C(Nc1cccc(C(F)(F)F)c1)c1cnccn1 | -1%
47 | O=C(c1cc2cc(Cl)ccc2o1)N1CCCC1 | -2%
48 | CC(C)N1C(=O)CCC1C(=O)O (configuration not stated) | 5%
49 | CC(C)CCc1noc(CN(C)CCC2CCOCC2)n1 | 11%
50 | CCc1cccc(C)c1NC(=O)CCCn1c(=O)c2cccn2c2cccnc21 | -4%
51 | CCOc1ccc(C(=O)Nc2ccc3c(c2)N(C(C)=O)CCC3)cc1OCC | 25%
52 | O=S(=O)(NC1=NCCCCC1)c1ccc(F)cc1 | 2%
53 | O=C(NC(=S)N(CC1CCC1)CC1CCCO1)c1cccc([N+](=O)[O-])c1 (configuration not stated) | -8%
54 | CCOc1ccccc1NC(=O)C(NCCN(C)C)c1ccccc1 (configuration not stated) | -4%
55 | Cc1ccc(NC(=O)CSc2nc(=O)n(Cc3ccncc3)c3c2CCC3)cc1Cl | 0%
56 | Cc1ccc(-c2nn(-c3ccccc3)cc2C(N)=O)o1 | 0%
57 | CCCCc1nnc2c(N(C)S(=O)(=O)c3ccccc3)nc3ccccc3n12 | 8%
58 | Cc1ccc(C)c(Nc2nn3c(=O)c4ccc(C(=O)NCCc5ccccc5)cc4nc3s2)c1 | -6%
59 | CCN(CC)C(=O)C1=C(C)N(CCC2=CCCCC2)C(=O)C(CC(=O)NC2CCCC2)C1 (configuration not stated) | 7%
60 | COc1ccc(C)cc1NC(=O)C1CCN(S(=O)(=O)c2ccc3[nH]c(=O)oc3c2)CC1 | 2%
61 | Cc1ccc(CNC(=O)CCc2c(C)nc3nc(CNC(=O)OC(C)(C)C)nn3c2C)cc1 | 5%
62 | CC(=O)OC1CC[C@@]2(C)C(CCC3C2CC(=O)[C@@]2(C)C3CC3CC(C)=CC(=O)C32)C1 (some centres not stated) | 19%
63 | O=C1c2ccccc2C(Nc2ccc(F)cc2F)N1CCN1CCOCC1 (configuration not stated) | 1%
64 | CCOC(=O)C(=O)C1C(=O)Nc2ccccc21 (configuration not stated) | 13%
65 | O=C(NC(=S)N1CCCCC1c1cccnc1)c1ccccc1 (configuration not stated) | -4%
66 | CN(C)c1ccc(CNC(=O)CN2C(=O)CSc3ccc(S(=O)(=O)N4CCCC4)cc32)cc1 | -8%
67 | COc1ccc(Cn2c(CNS(=O)(=O)c3ccc(C)c(C)c3)nc3cccnc32)cc1 | 1%
68 | CCOc1cc(C(=O)Nc2ccc(NC(C)=O)cc2)ccc1OCC(=O)N1CCCCC1 | 2%
69 | O=C(CCCc1nc(-c2ccccc2)no1)NC1CCCC1 | 16%
70 | CCOc1ccc(NC(=S)N2CCCN(Cc3cc(C)ccc3C)C2)cc1 | 2%
71 | Clc1ccccc1CO/N=C1\CCCc2nonc21 | 6%
72 | CC(=O)c1ccc(N2C(=O)N(Cc3ccccc3C#N)c3ccccc3S2(=O)=O)cc1 | -2%
73 | Cn1c2ccccc2c2c(C(=O)N3CCN(c4cccc(Cl)c4)CC3)cn(C3CCCCC3)c(=O)c21 | 8%
74 | CC(=O)N1CCCc2ccc(NC(=O)c3ccc(C(F)(F)F)cc3)cc21 | -7%
75 | O=C(Nc1cc(Cl)ccc1-n1cncn1)C1CC1 | 4%
76 | CCc1c(C)nc2nncn2c1NCc1ccc(Cl)cc1 | 3%
77 | CC(C)NC(=O)N(C)C[C@@H]1OCc2cnnn2CCCC(=O)N([C@H](C)CO)C[C@@H]1C | -5%
78 | CCC(C(=O)Nc1cc(C)ccc1C)n1c(=O)c(C(F)(F)F)nc2ccccc21 (configuration not stated) | -5%
79 | Cc1ccc(CNC(=O)CCn2cnc3ccccc3c2=O)cc1 | -14%
80 | Cc1cc(C(=O)N2CCN(c3cccc(Cl)c3)CC2)c2c(C)nn(-c3ccccc3Cl)c2n1 | -1%

Two of these compounds in another layout:
76) CCc1c(C)nc2nncn2c1NCc1ccc(Cl)cc1
  aSyn tox rescue: 3%
77) CC(C)NC(=O)N(C)C[C@@H]1OCc2cnnn2CCCC(=O)N([C@H](C)CO)C[C@@H]1C
  aSyn tox rescue: -5%

Further compounds:
entry | mol | aSyn tox rescue
81 | Cc1cc(S(=O)(=O)Nc2ccc(C(=O)O)cc2)c(C)c(S(=O)(=O)c2ccc(Cl)cc2)c1 | 8%
82 | COc1cccc(C#CC2=CC(=O)CC(C)(C)C2)c1 | 10%
83 | COc1cccc(CC(=O)OCC(=O)NC(Cc2ccccc2)C(C)=O)c1 (configuration not stated) | -4%
84 | CSc1n[nH]c2nc3c(c(=O)n12)C1(CCCCC1)Cc1ccccc1-3 | -11%
85 | Cc1ccc(S(=O)(=O)Nc2cccc(C(=O)NCC3(N4CCCCC4)CCCCC3)c2)cc1F | 4%
86 | COc1ccc(Cl)cc1NC(=O)c1c(NCc2ccc(C)o2)sc2c1CCCCC2 | -8%
87 | COc1ccc(-c2noc(CN(C)C(=O)c3ccoc3C)n2)cc1 | 3%
88 | COC(=O)C(C)n1nnc2sc(-c3ccccc3)cc2c1=O (configuration not stated) | 8%
89 | CCCCCCn1c(=O)n2n(c1=O)[C@@H]1CN(S(=O)(=O)c3ccc(C)cc3)C[C@]1(O)[C@@H](OC(=O)NCc1ccccc1)C2 | -1%
90 | CC(C)CCNC(=O)c1ccc2c(c1)nc1n2CCCCC1 | -13%
91 | CCOC(=O)C1CCN(c2ncnc3c2c(-c2ccccc2)cn3-c2ccc(Cl)cc2)CC1 | 5%
92 | Cc1ccc(S(=O)(=O)N2CC(C)N(S(C)(=O)=O)C2)cc1 (configuration not stated) | 3%
93 | O=C(Nc1ccccc1)N1CCN(C(=O)c2nsc3ccccc23)CC1 | -1%
94 | Cc1cc(C(=O)OCC(=O)N2CCC(c3ccccc3)=N2)ccc1[N+](=O)[O-] | -7%
95 | Cc1ccc(OCC(=O)Nc2ccc3nc(Nc4cccc(Cl)c4)cc(C)c3c2)cc1 | 0%
96 | CCC12CN3CC(CC)(CN(C1)C3c1c[nH]c3ccccc13)C2=O (configuration not stated) | -5%
97 | COCCNS(=O)(=O)c1cc(OC)ccc1OC | -8%
98 | Cc1ccccc1NC(=S)N(Cc1ccco1)C(C)c1ccccn1 (configuration not stated) | 3%
99 | COc1ccc([N+](=O)[O-])cc1N(CC(=O)NCCSc1ccccc1)S(C)(=O)=O | 14%
100 | COc1cccc(-c2nn3c(=O)cc(CN4CCN(S(=O)(=O)c5ccc(C)cc5)CC4)nc3s2)c1 | -1%
101 | Cc1ccccc1-n1c(Cn2c(=O)sc3ccccc32)nnc1SCC(=O)N1CCCC1 | -11%
102 | O=C(COc1ccc(Br)cc1)NNC(=S)NCc1ccccc1 | 0%
103 | COc1ccc(C(=O)NC2CCSc3ccccc32)cc1S(=O)(=O)N1CCOCC1 (configuration not stated) | 15%
104 | O=C(C1CC1)N1CCc2cc(Br)cc(S(=O)(=O)Nc3ccc(F)c(F)c3)c21 | -8%
105 | CC(=O)c1ccc(NC(=O)Cn2c(-n3nc(C)cc3C)nc(C)c(C)c2=O)cc1 | -19%
106 | Cc1cc(C)cc(NC(=O)Cn2nnc(-c3nc(-c4ccncc4)no3)c2N)c1 | -7%
107 | COc1cccc2cc(C(=O)N3CCN(c4cc(C)ccc4C)CC3)c(=O)oc12 | 7%
108 | Cc1cn(C)c(CC(=O)NCc2ccccc2)c1C(=O)O | 7%
109 | COc1ccc(N2Cc3cccc(C(=O)Nc4ccc(F)cc4)c3C2=O)cc1 | 2%
110 | O=C(NN1C(=O)/C(=C/C=C/c2ccco2)SC1=S)c1ccccc1O | -32%[inhibitor]
111 | CCCc1c(C(=O)N/N=C/c2ccoc2)nnn1-c1nonc1N | -2%
112 | O=C(OCc1ccccc1)N1CCC2CC1c1ccc(-c3ccc4c(c3)OCO4)cc12 (configuration not stated) | 4%

Assay outcomes as filed in PubChem.
